# Screening data: PubChem BioAssay, National Center for Advancing Translational Sciences (NCATS)
# LDHA block: inhibitors of human lactate dehydrogenase A | P00338 | 480,000 compounds, 0.15% hits | purified LDHA, NADH/diaphorase-resazurin fluorescence; active compounds read low | AID 1347041 | activity change, % (values are at about 110 or 230 µM); in the data active means activity change below about -30%; inconclusive means mostly about -25% to -30%;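 further: plate controls were DMSO wells for no effect and wells without enzyme for full effect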
#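 Remaining NADH was detected by diaphorase (0.133 mg/mL) converting 37 µM resazurin to fluorescent resorufin, read at 0 and 20 minutes. The preceding 5-minute room-temperature reaction used 2 nM LDHA, 0.2 mM sodium pyruvate and 0.06 mM NADH at pH 7.4.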
# Vif-APOBEC3G blk: blocks the Vif interaction with human APOBEC3G | Q9HC16 | HeLa A3G-eYFP + Vif (tagged APOBEC3G with the HIV-1 protein that degrades it), YFP fluorescence, overnight | Potency, µM (doses to about 46.1 µM), inactives show top-dose activity, negative = active, usual class: inhibitors | 410,000 compounds, 0.076% hits | AID 602310;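 further: potency means the concentration at half of the fitted maximal effect; on the % scale 0 is the no-effect control and ±100 the full control effect; nearly all actives have a fitted effect of over 60% in size; hits raise eYFP signal because A3G escapes Vif-driven loss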
#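 HeLa cells stably expressing Vif and C-terminally eYFP-tagged A3G, seeded overnight at 37 deg C, then exposed to compound by pintool overnight at 37 deg C. Rise in yellow fluorescence (Ex 488/Em 500-530, Acumen) marks blocked Vif-driven A3G degradation.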
# IDH1 R132H inh: blocks human mutant IDH1 R132H enzyme. O75874. IDH1-R132H enzyme, NADPH consumption, diaphorase/resazurin fluorescence. Potency, µM (highest dose often 76.6 µM), for the others: at the top dose activity change, negative = inhibition, most hits filed as inhibitors. 390,000 compounds, 0.093% hits; further: potency means the concentration at half of the fitted maximal effect; on the % scale 0 is the no-effect control and ±100 the full control effect; nearly all actives have a fitted effect of over 65% in size
# Target sequence (O75874 whole entry R132H, stated change not applied): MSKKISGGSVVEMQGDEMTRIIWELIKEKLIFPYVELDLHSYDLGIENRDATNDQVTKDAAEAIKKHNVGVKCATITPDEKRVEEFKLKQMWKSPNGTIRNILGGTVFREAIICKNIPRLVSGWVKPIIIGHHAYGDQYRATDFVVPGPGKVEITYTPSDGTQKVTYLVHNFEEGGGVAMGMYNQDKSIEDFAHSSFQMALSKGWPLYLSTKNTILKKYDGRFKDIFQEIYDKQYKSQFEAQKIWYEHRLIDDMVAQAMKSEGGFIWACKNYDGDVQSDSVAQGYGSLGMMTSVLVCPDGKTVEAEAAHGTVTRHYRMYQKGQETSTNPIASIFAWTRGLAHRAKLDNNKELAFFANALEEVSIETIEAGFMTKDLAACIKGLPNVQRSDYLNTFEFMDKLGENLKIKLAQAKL
#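 IDH1-R132H (0.5 ug/mL) preincubated 30 min with compound, then NADPH (0.016 mM) and alpha-KG (2 mM) added; 80 min at RT, pH 7.5. Remaining NADPH coupled via diaphorase/resazurin to fluorescence (540/590 nm); concentration-response curves normalized to no-enzyme control.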
# USP1 inh: inhibitors of human USP1/UAF1 deubiquitinase | O94782 | recombinant USP1/UAF1, Ub-Rhodamine cleavage fluorescence | Potency, µM (highest dose often 57.1 µM), for the others: at the top dose activity change, negative = inhibition, most hits filed as inhibitors | 390,000 compounds, 0.23% hits; further: potency means the concentration at half of the fitted maximal effect; on the % scale 0 is the no-effect control and ±100 the full control effect; nearly all actives have a fitted effect of over 60% in size; inactives centre near -12
#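 In this screen, compounds sit with the deubiquitinase complex (1nM) for 15 min at room temperature before Ub-Rho is added at 150nM final. Fluorescence rise is then followed for 6 reads every 60 seconds.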
# RGS4 inhibitor: human RGS4 inhibition; AID 504845; Potency, µM (top dose mostly 114 µM), without a hit: top-dose activity change, negative = inhibition, most hits filed as inhibitors; 390,000 compounds, 0.039% hits; P49798; Transcreener GDP fluorescence polarization, RGS4-accelerated GTP hydrolysis; further: potency means the concentration at half of the fitted maximal effect; on the % scale 0 is the no-effect control and ±100 the full control effect; nearly all actives have a fitted effect of over 75% in size; some results filed as inactive show a strong effect at the top dose
#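 MLSMR compounds (23 nl, pin-transferred) preincubated 10 min at room temperature with a 500nM (2x) first reagent, then RGS4 at 900nM (2x) plus Transcreener GDP mix added; fluorescence polarization (620/688 nm) read before and after 90 min at 30 °C.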
# Glioma ERSR ind: ER stress response induction in glioma | U87-MG GRP78 promoter luciferase reporter, 16 h | Potency, µM, for inactives: at the highest dose activation, usual class: activators | 420,000 compounds, 0.02% hits; further: potency means the concentration at half of the fitted maximal effect; series mostly up to about 76 µM; % of control where 0% means no effect; nearly all actives have a fitted effect of over 35% in size
#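 Stably transfected U87-MG human glioma cells carrying a GRP78-based luminescent sensor were seeded at 1000 cells/well, pin-dosed with compounds and incubated 16 h. Luciferase reagent was then added, and end-point luminescence was read after 10 min at room temperature.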
# Vif-APOBEC3F blk: blocks the Vif interaction with APOBEC3F; HeLa A3F-eYFP + Vif (tagged APOBEC3F with the HIV-1 protein that degrades it), YFP fluorescence increase; Potency, µM (top dose mostly 46.1 µM), without a hit: at the highest dose activity, negative = active; 390,000 compounds, 0.2% hits; further: potency means the concentration at half of the fitted maximal effect; % of control where 0% means no effect; nearly all actives have a fitted effect of over 65% in size
#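 HeLa cells stably expressing A3F-eYFP plus Vif, plated and incubated overnight at 37 deg C, then exposed to compounds overnight at 37 deg C. Blocked degradation read as raised yellow fluorescence (Ex 488/Em 500-530).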
# TrxR1 inh: inhibitors of rat thioredoxin reductase 1 | O89049 | recombinant rTrxR1, NADPH fluorescence consumption, selenite substrate | Potency, µM (titrated, usually from 114 µM), for the others: top-dose activity change, negative = inhibition, actives largely listed as inhibitors | 390,000 compounds, 1% hits; further: potency means the concentration at half of the fitted maximal effect; on the % scale 0 is the no-effect control and ±100 the full control effect; nearly all actives have a fitted effect of over 65% in size
# Target sequence (O89049 whole entry, looked up): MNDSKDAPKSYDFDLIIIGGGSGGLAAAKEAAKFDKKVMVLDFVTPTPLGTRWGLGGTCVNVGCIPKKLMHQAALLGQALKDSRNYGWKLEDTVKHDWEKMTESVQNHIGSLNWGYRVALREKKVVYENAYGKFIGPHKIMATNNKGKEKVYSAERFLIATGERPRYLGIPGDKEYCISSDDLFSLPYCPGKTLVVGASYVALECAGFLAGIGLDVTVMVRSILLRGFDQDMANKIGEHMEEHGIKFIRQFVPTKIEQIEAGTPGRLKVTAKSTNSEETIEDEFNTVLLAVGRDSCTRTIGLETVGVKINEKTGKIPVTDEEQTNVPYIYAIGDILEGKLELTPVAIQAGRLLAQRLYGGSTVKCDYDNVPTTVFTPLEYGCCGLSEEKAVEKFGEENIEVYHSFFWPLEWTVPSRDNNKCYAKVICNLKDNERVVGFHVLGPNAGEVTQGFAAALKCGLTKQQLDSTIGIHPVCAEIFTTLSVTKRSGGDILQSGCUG
#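 Rat TrxR1 (90 nM in the dispensed reagent) was pre-reduced with 400 uM NADPH for 5 min at room temperature, then incubated with compound for 15 min. After 400 uM selenite was added, NADPH fluorescence (Ex 340/Em 450 nm) was followed for 8 min.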
# TrxR1 substrate: rat thioredoxin reductase 1 substrate activity; AID 588456; Potency, µM (highest dose often 114 µM), inactives show top-dose activity change, negative = substrate turnover; 390,000 compounds, 0.01% hits; purified TrxR1 substrate turnover, NADPH consumption readout; further: potency means the concentration at half of the fitted maximal effect; on the % scale 0 is the no-effect control and ±100 the full control effect; nearly all actives have a fitted effect of over 50% in size
#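 Rat TrxR1, dispensed at 90 nM, was prereduced with 400 uM NADPH (final) for 5 min at ~22 deg C, then incubated with compound 15 min before 400 uM selenite. A first-read NADPH fluorescence drop versus no-compound background flagged substrates.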
# Active calls of the source: *; ? = inconclusive; / = no result given; [ ] = dose if it differs, or a comment. Unless noted, the call rests on the fitted dose curve; in most records, active means well fitted curve in the direction sought with a large enough effect; inconclusive means small, poorly fitted or top-dose-only effect, or another doubt; inactive means no such curve, though single readings can be large; an effect the other way counts as inactive or inconclusive.
SMILES,LDHA block,Vif-APOBEC3G blk,IDH1 R132H inh,USP1 inh,RGS4 inhibitor,Glioma ERSR ind,Vif-APOBEC3F blk,TrxR1 inh,TrxR1 substrate
COc1cc([C@@H]2CC=C(C(=O)O)[C@H](c3cccc(Cl)c3)N2S(=O)(=O)c2ccc(C)cc2)cc(OC)c1OC,-6,0%,5%,?,0%,-1%,-1%,11%,6%[57.1 µM]
COc1ccc(C(CC(=O)Nc2ccc(F)c(Cl)c2)N2Cc3ccccc3C2=O)cc1OC (stereo not given),-9,-7%,-12%,-10%,0%,-3%,4%,4%,2%
CCCCn1c(N)c(N(Cc2ccccc2OC)C(=O)CN2C(=O)NC3(CCCC3)C2=O)c(=O)[nH]c1=O,-3,-2%,-1%,-7%,-33%,-3%,7%,-4%,-8%[57.1 µM]
Cc1ccc(C)c(OCC(=O)O/N=C(\N)c2cccc([N+](=O)[O-])c2)c1,-2,-4%,7%,-14%,1%,5%,1%,15%[57.1 µM],-2%[57.1 µM]
Cc1nc2c(cc(Oc3ccc(S(=O)(=O)N4CCOCC4)cn3)c3ccsc32)s1,18,-4%,5%,-18%,-17%,9%,3%,-2%,0%
Nc1nc(SCc2ccccc2)[nH]c(=O)c1-c1ccccc1,-4,0%,2%,5%,8%,0%,-7%,34%,9%
CCc1ccc(-c2nn(CC(=O)NC3CCCC3)c3c2cnc2ccc(F)cc23)cc1,-4,1%,-7%,-16%,2%,0%,1%,18%[57.1 µM],1%[57.1 µM]
CC(=O)Nc1ccc(Nc2cc(C)nc(Nc3ccc(NC(C)=O)cc3)n2)cc1,-8,0%,-13%,-12%,-9%,-1%,-1%,-2%,-1%
CCCCN(C(=O)c1ccc(C)o1)c1c(N)n(CCCC)c(=O)[nH]c1=O,-1,2%,5%,-17%,-23%,-5%,2%,-1%,-5%
CC1CCCN(CCOCCOc2ccc(Br)cc2Cl)C1 (stereo not given),?,1%,-7%,-8%,-6%,-5%,-13%,10%,-2%
Cc1csc(NC(=O)CS(=O)(=O)Cc2ccccc2)n1,-4,-3%,-3%,-16%,6%,-2%,-2%,20%,3%
COc1cc(NC(=O)c2cc(C3CC3)nc3c2c(C)nn3-c2ccc(C)cc2)cc(OC)c1,-8,/,/,-24%,11%,/,/,34%,4%
O=C1C=C(c2ccc3[nH]ccc3c2)CCC1,0,0%,8%,-26%,-12%,-2%,-2%,4%,-6%
COc1ccc(NC(C)C(=O)Nc2cc(C(F)(F)F)ccc2N2CCOCC2)c(OC)c1 (stereo not given),9,-8%,-15%,-18%,5%,2%,1%,97%[activator],10%
O=C(O)C1C2C=CC(C2)C1C(=O)NCc1ccco1 (stereo not given),-2,3%,8%,-24%,11%,-3%,7%,7%,5%
COc1cccc(NC(=S)NN2CCN(C)CC2)c1,-3,-4%,-1%,-15%,-21%,5%,1%,3%[57.1 µM],-14%
C=CCN(CC=C)CCCOc1ccc(C)cc1OC,-17,1%,6%,-1%,21%,1%,-2%,4%[57.1 µM],2%[57.1 µM]
COC(=O)C(C)Sc1nnc2n(-c3cccc(C)c3)c(=O)c3c4c(sc3n12)CCCC4 (stereo not given),-8,2%,-12%,-16%,-6%,0%,4%,-4%,-4%
O=C(Cc1ccccc1)NC(=S)Nc1cccc(C(F)(F)F)c1,-4,-13%,0%,-23%,-28%,11%,-2%,-37%,-13%
COc1ccccc1CNC(=O)CC(c1ccc(F)cc1)N1Cc2ccccc2C1=O (stereo not given),-3,0%,-15%,6%,2%,-2%,14%,13%,3%
CN(C(=O)CCNC(=O)Cn1cnc2ccccc2c1=O)c1ccc(F)cc1,-3,2%,3%,-2%,1%,-3%,10%,17%,-2%
CC(C)CC1Nc2ncnc(N3CCCCC3)c2N(Cc2ccc(Br)cc2)C1=O (stereo not given),4,-14%,-8%,-25%,-3%,1%,1%,29%[57.1 µM],8%[57.1 µM]
CCCCOc1ccc(C(=O)OCC(=O)Nc2cc(C)c(C)cc2[N+](=O)[O-])cc1,0,1%,-9%,-10%,-14%,-6%,1%,41%[activator],1%
CC(C)(C)NC(=O)c1cc([N+](=O)[O-])ccc1N1CCCCC1,-11,-1%,1%,-7%,-4%,-3%,-4%,-10%,-16%
COc1cc(NC(=O)CCNS(=O)(=O)c2cc(Br)cnc2N)cc(OC)c1,-7,-10%,0%,-10%,13%,-4%,2%,21%,-2%
CC(C)c1nc(CNC(=O)CC2C(=O)NCCN2Cc2cccc(F)c2F)cs1 (stereo not given),3,1%,1%,-25%,-7%,-4%,2%,-26%,5%
COc1ccc(-c2cc(C(=O)Nc3ccc(C(N)=O)cc3)c3ccccc3n2)cc1OC,-2,-19%,-4%,-3%,-26%,?,0%,14%[57.1 µM],4%[57.1 µM]
Cc1ccc(C(=O)CCS(=O)(=O)c2ccc(F)cc2)cc1,-9,-12%,-6%,-19%,?,-17%,8%,1.1µM*,-11%
CC(C)NC(=O)CSc1nc2sccc2c(=O)n1-c1ccccc1,1,0%,7%,-12%,-32%,-2%,-8%,27%[57.1 µM],-12%[57.1 µM]
COc1ccc(-n2c(=O)c(CCC(=O)N3CCC(C)CC3)nc3ccccc32)cc1,-1,-1%,-8%,-19%,6%,0%,-7%,1%,-1%
COc1ccc(CNCCC(c2ccc(F)cc2)c2ccc(OC(C)C)cc2)cc1OC (stereo not given),2,0%,10%,-22%,-25%,-6%,25%,15%,2%
Cc1ccc(NC(=S)N2CCC(NC(=O)C3CCCCC3)CC2)cc1C,2,2%,1%,-18%,-7%,0%,-5%,26%[57.1 µM],9%[57.1 µM]
Cc1ccc(C(=O)N/N=C/c2ccc(OC(=O)c3ccccc3Cl)cc2)cn1,-17,-5%,-1%,-6%,10%,1%,17%,15%[57.1 µM],8%[0.0914 µM]
COc1ccccc1N1CCN(C(=O)c2ccc(Nc3nc4ccccc4n4nnnc34)cc2)CC1,-8,-8%,28%,?,5%,-1%,?,3%,0%
COc1ccc(N(CC(=O)N/N=C/c2ccc(OC3CSC3)cc2)S(=O)(=O)c2ccccc2)cc1,-12,2%,-3%,-7%,-35%,-1%,6%,0%,-9%
Cc1cccc(-c2cc3nc4c(c(N5CCOCC5)n3n2)CCCC4)c1,3,-2%,5%,?,-2%,2%,-2%,25%,28%
Cc1sc2ncnc(N3CCC(C(=O)NNC(=O)c4ccccc4Cl)CC3)c2c1C,-4,2%,7%,-17%,-19%,-5%,5%,-15%,-11%
CCc1ccc(OCC(=O)Nc2ccc(S(=O)(=O)Nc3onc(C)c3C)cc2)cc1,0,/,/,-9%,7%,/,/,3%,-3%
O=C(/C=C/c1cccs1)N1CCc2ccccc21,-8,-13%,2%,0%,-3%,-8%,-2%,-16%,-8%
Cc1ccc(-c2ccc(=O)n(CC(=O)NCCN3CCCCC3C)n2)cc1 (stereo not given),-4,-1%,-2%,-7%,-12%,-2%,-1%,17%,5%
O=[N+]([O-])c1cc(C(F)(F)F)ccc1NCCCCNS(=O)(=O)c1ccc(Cl)cc1,4,1%,9%,-23%,-8%,-6%,-25%,-3%,-8%
CCCCn1cc(S(=O)(=O)c2ccc(C)c(C)c2)c(=O)c2cc(F)c(N3CCN(C)CC3)cc21,-3,1%,-16%,-17%,-7%,-2%,-2%,7%,1%
CCCCC(=O)Nc1ccnc(-c2cccnc2)n1,-2,3%,0%,-7%,-29%,-3%,-8%,4%,1%
Cc1ccc(C(=O)CCC(=O)NCc2ccc(Cl)cc2)cc1,-3,2%,5%,-18%,7%,-4%,-5%,?,-12%
COCCCNC(=O)CC1C[C@H](C(=O)N2CCCCC2)[C@@]2(CCc3ccccc3)c3[nH]c4ccc(OC)cc4c3CCN2C1=O (stereo not given in full),-3,-7%,-9%,-25%,-19%,-1%,4%,-25%,-10%
O=C(Cn1cnc2ccccc21)NCc1ccccc1,-1,2%,5%,-6%,3%,2%,-20%,24%,7%
O=C(NCCCNCc1ccccc1)c1ccc(/C=N/O)nc1,-8,2%,5%,4%,8%,-2%,2%,-14%,-1%
O=C(Nc1nncs1)c1ccccc1NS(=O)(=O)c1cccs1,-2,-9%,-9%,2%,-10%,-2%,-8%,-4%,211%[activator]
Cc1ccsc1CN(C(=O)c1ccc([N+](=O)[O-])cc1)C1CCS(=O)(=O)C1 (stereo not given),-3,0%,-8%,0%,11%,-5%,-10%,1%,-9%

# A portion of the library (hit frequency here may not be typical).
